# E-selectin induc = E-selectin induction in HUVECs, primary screen, imaging, HUVEC, immunofluorescence imaging, single point | normalized: neutral wells 0, TNF-alpha wells 100 | activation, % at 7.58 µM | 0.37% of 260,000 active;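 active means mean E-selectin-positive cell signal at least 10% of the positive control, reached in at least 60% of replicates, without over 20% cell loss; inconclusive means no rule given, readout overlaps actives, possibly toxicity-flagged; inactive means the rest, including those meeting only one limit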;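 further: in these data hits start at about 27%; measured in HUVEC primary endothelial cells; signal is the percent of cells scored E-selectin positive by PE staining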
#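 Material: HUVEC primary endothelial cells; Amount: 3,000 cells per well; Dosing: single concentration; Medium: EGM-2 growth medium on 0.1% gelatin-coated wells; Read-out basis: percent E-selectin-positive cells; Signal: immunofluorescence imaging; Control set: TNF-alpha, DMSO.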
# RAD52 anneal inh = RAD52 DNA annealing inhibitors, primary screen, biochemical, FRET, single point, set 2 | DNA repair protein RAD52 homolog (Homo sapiens), P43351 | recombinant RAD52 DNA annealing, FRET fluorescence | inhibition, % at 18.7 µM | 0.46% of 360,000 active;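 active means every replicate showing at least 50% inhibition; inconclusive means mean inhibition at least 50% but not in every replicate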
# ERp5 block = inhibitors of ERp5-driven insulin aggregation, primary screen, biochemical, turbidity, absorbance 650 nm, single point; 90 min; inhibition, % at 9.99 µM; 0.05% of 350,000 active; AID 651711, 2012;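 active means mean replicate inhibition above about 25%, with every replicate also reaching it, limit read from the data, passing the limit was not always enough; inconclusive means only one of those two criteria met; inactive means neither criterion met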
# RAD54 inh = inhibitors of human RAD54 branch migration, primary screen, biochemical, fluorescence, single point; inhibition, % at 10.4 µM; AID 602329, 2012; DNA repair and recombination protein RAD54-like (Homo sapiens), Q92698; 0.14% of 360,000 active; RAD54 Holliday junction branch migration, FAM/BHQ fluorescence;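 active means mean normalized replicate activity at least 40 and at least half of replicates scoring 40 or more; inconclusive means only one of the two criteria met; inactive means mean below 40 and under half of replicates reaching 40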;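 further: 0% = median of neutral control wells and 100% = median of positive control wells; inhibitors cause a drop in the FAM fluorescence signal; in these data hits start at about 50%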
# ERAP1 HTS inh = human ERAP1 aminopeptidase inhibitors, primary screen, biochemical, single point, plate reader; Endoplasmic reticulum aminopeptidase 1 (Homo sapiens), Q9NZ08; recombinant ERAP1, Leu-AMC fluorescence, 60 min; inhibition, % at 10.7 µM; 0.15% of 340,000 active; AID 652197, 2013;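 active means mean replicate inhibition of at least 30%, or all replicates individually reaching that 30% level; inactive means mean below 30% and not every replicate reaching it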;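 further: 0% = neutral control wells and 100% = L-leucinethiol positive control wells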
# Target sequence (Q9NZ08 whole entry, looked up): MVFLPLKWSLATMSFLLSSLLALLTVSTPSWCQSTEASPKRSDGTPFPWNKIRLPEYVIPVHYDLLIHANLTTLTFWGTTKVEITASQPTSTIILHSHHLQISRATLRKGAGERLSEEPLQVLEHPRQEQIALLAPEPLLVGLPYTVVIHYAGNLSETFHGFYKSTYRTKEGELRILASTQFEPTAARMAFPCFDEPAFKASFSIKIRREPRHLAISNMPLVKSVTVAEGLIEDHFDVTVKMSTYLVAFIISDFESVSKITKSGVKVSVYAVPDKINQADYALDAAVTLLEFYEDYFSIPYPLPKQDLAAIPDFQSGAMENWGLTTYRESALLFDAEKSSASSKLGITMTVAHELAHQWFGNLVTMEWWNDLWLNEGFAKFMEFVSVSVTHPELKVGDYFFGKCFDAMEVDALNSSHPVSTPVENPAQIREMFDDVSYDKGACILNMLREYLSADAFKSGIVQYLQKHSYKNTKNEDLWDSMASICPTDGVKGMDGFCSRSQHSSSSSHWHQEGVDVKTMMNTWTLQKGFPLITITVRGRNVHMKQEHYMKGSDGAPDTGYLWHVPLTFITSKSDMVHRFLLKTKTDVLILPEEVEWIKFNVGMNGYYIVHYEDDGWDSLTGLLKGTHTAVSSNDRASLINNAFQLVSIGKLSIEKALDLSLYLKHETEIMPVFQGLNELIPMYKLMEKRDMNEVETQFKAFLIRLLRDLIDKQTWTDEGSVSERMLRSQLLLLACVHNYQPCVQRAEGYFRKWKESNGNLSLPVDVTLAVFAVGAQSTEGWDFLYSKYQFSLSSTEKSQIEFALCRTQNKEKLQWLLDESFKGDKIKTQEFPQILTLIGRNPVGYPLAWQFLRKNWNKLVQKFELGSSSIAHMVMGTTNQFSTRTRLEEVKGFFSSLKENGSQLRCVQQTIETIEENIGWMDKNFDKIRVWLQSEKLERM
# esBAF inh = Bmi1 luciferase reporter increase in mESCs, primary screen, esBAF inhibitor project, mouse ES cells, Bmi1 luciferase knock-in, single point; 24 h; 100% = twice the neutral-well signal; reporter increase, % at 12.5 µM; 2% of 350,000 active; AID 602393, 2012; in the data active means activation above about 40%; inconclusive means no clear call, values can overlap the other calls;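 further: 0% = median of the plate's neutral control wells and 100% = double that signal; a rise in the Bmi1 reporter signal indicates esBAF inhibition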
# XiGFP reactiv = activators of inactive X chromosome reactivation, primary screen, imaging, XiGFP fibroblasts, GFP high-content imaging, set 2. XiGFP mouse fibroblasts, % GFP-positive cells imaging, 3 d; cells co-treated with 5-aza-dC sensitizer; scaled so ellipticine positive control = 100%. activation, % at 7.58 µM. 0.055% of 360,000 active. AID 743238, 2013;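 active means mean normalized replicate activation at least 10% and every replicate at or above 10%; inconclusive means only one of the two criteria met; inactive means mean below 10% and not all replicates reach 10%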;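 further: 0% = median of on-plate neutral control wells and 100% = ellipticine 6 µM median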
#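 System: 68-5-11 XiGFP fibroblast line; Timing: 3 days compound exposure; Compound dosing: one concentration, pinned; Benchmarks: positive control ellipticine, 6 µM final; Buffer or medium: DMEM containing 5-aza-dC.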
# S100A4 inh HTS = inhibitors of S100A4-myosin IIA peptide binding, primary screen, biochemical, fluorescence polarization, TAMRA-MyoIIA peptide; 0.14% of 360,000 active; inhibition, % at 10.7 µM;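 active means mean inhibition of at least 70% across replicates, with every replicate also reaching that level; inconclusive means mean inhibition reaches 70% but some replicates fall short; inactive means mean inhibition below 70%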
# Target sequence (P26447 whole entry, looked up): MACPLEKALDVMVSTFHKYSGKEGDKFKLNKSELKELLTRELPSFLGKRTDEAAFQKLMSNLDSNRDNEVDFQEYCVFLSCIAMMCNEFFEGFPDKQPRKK
#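 Material: S100A4 monomer (human). Medium: Calcium-containing HEPES buffer, pH 7.2. Probe or stimulus: labelled myosin peptide probe, 5 nM. Compound dosing: one concentration per compound. Timing: polarization read 5 min after assay mix addition, stable 5–60 min. Benchmarks: DMSO as neutral control, TFP as positive control.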
# * = called active by the depositor; ? = inconclusive; nt = no result given.
SMILES,E-selectin induc,RAD52 anneal inh,ERp5 block,RAD54 inh,ERAP1 HTS inh,esBAF inh,XiGFP reactiv,S100A4 inh HTS
COc1ccc(C(=O)NCCc2nnc3ccc(SCC(=O)Nc4ccccc4F)nn23)cc1,nt,-3,2,1,1,nt,0.2,-1
CCCn1cc(CN2CCN(Cc3ccc(C)o3)C(CCO)C2)c(C)n1 (configuration not stated),0.0,-16,4,nt,-4,nt,0.1,3
O=C(O)CCCN1C(=O)c2ccc(Oc3cccc([N+](=O)[O-])c3)cc2C1=O,0.4,-15,3,5,-7,-11,0.1,-6
O=C(CN1C(=O)c2ccccc2S1(=O)=O)Nc1ncc(Cl)cc1Cl,nt,-134,-9,-5,5,-66,0.0,4
O=C(Nc1ccc(Cl)c(Cl)c1)N[C@@H]1CC[C@@H](CCn2cc(C3CCCC3)nn2)O[C@@H]1CO,0.0,2,0,nt,1,nt,0.0,-1
CCC(C)[C@H](NC(=O)[C@@H]1CSC2c3ccccc3C(=O)N21)C(=O)NCc1ccncc1 (some centres not stated),nt,-3,0,-2,2,-6,0.0,1
O=S(=O)(O)C(c1ccccc1)C1(O)CCCCC1 (configuration not stated),-0.3,-4,3,0,-1,-9,-0.1,0
CC(C)(C=O)Cc1cc(C(C)(C)C)c(O)c(C(C)(C)C)c1,-0.2,-19,5,1,-3,4,0.1,-2
C=C1C(O)C[C@@H](C(C)C)N(CC(C)C)S1(=O)=O (some centres not stated),0.1,11,-6,1,-3,1,1.2,-7
C[C@@H]1CN([C@@H](C)CO)C(=O)c2c(c3ccccc3n2C)-c2ccccc2CO[C@H]1CN(C)C(=O)Cc1ccccc1,-0.4,16,2,-4,0,1,-0.7,3
CCCNC(=O)Nc1ccc2c(c1)C(=O)N(C)C[C@H](OC)[C@@H](C)CN(C(=O)c1ccccc1F)[C@H](C)CO2,0.0,-14,1,4,nt,-1,0.1,4
C[C@@H]1CCCCO[C@@H](CN(C)S(=O)(=O)c2cn(C)cn2)[C@H](C)CN([C@@H](C)CO)C(=O)c2cc(NS(=O)(=O)c3ccc(F)cc3)ccc2O1,0.0,-23,0,-18,2,9,0.1,15
Cc1noc(C)c1NC(=O)Nc1ccc2c(c1)C(=O)N([C@@H](C)CO)C[C@@H](C)[C@H](CN(C)Cc1ccc(C(=O)O)cc1)O2,-2.9,-2,1,-1,0,0,-1.5,2
Cc1ccc2ncnc(Oc3ncccc3NC(=O)C(C)(C)C)c2c1,nt,-11,1,nt,nt,nt,0.0,1
COc1cc(CN2CCC(C(=O)NCC(C)(C)CN(C)C)CC2)ccc1OCc1ccccc1,nt,-1,6,2,0,-12,?,-15
CCOC(=O)c1[nH]c(C)c(C(=O)NCc2ccc(C)cc2)c1C,0.3,-2,-2,-13,6,-3,0.1,-1
CCC(=O)N1CC2(C1)[C@H](c1ccccc1)[C@@H](CO)N2C(=O)c1ccccc1,0.5,15,3,nt,1,nt,0.0,-2
Cc1cc(C(=O)Nc2cccc3cccnc23)ccc1[N+](=O)[O-],nt,-22,3,5,0,49*,0.1,0
NS(=O)(=O)c1ccc(NC2=CC(c3ccc([N+](=O)[O-])cc3)N(c3ccc(S(N)(=O)=O)cc3)C2=O)cc1 (configuration not stated),2.7,-3,-2,-1,0,-2,0.3,4
Cc1nc(Nc2ccccc2O)c2oc3ccccc3c2n1,nt,-1,-1,2,0,-4,0.2,-9
CCC1(c2ccccc2)NC(=O)N(CC(=O)N(C)CC(=O)Nc2ccc(F)c(F)c2F)C1=O (configuration not stated),0.1,-9,2,nt,4,-6,0.1,17
C[C@@H]1CN([C@H](C)CO)C(=O)c2cc(C3=CCCCC3)cnc2O[C@@H]1CN(C)C(=O)Nc1ccc(F)cc1,-0.3,4,-4,5,-3,14,-1.0,6
O=C(C[C@H]1C=C[C@@H](NC(=O)C2CCOCC2)[C@H](CO)O1)NCc1ccccc1Cl,-1.9,-6,-4,nt,nt,nt,-0.4,-4
CC[C@]12c3[nH]c4ccc(OC)cc4c3CCN1C(=O)C(CC(=O)NCCN1CCOCC1)C[C@@H]2C(=O)N1CCN(C(=O)c2ccco2)CC1 (some centres not stated),-0.1,0,-6,-1,-3,0,0.5,8
COc1ccc(N2CCN(c3ccnc4cc(Cl)ccc34)CC2)cc1,0.0,-9,3,-4,-2,2,0.2,-1

# Record cards, as listed above. Order of values: E-selectin induc | RAD52 anneal inh | ERp5 block | RAD54 inh | ERAP1 HTS inh | esBAF inh | XiGFP reactiv | S100A4 inh HTS
# Shown for `Cc1nc(Nc2ccccc2O)c2oc3ccccc3c2n1` → nt | -1 | -1 | 2 | 0 | -4 | 0.2 | -9
# Shown for `CCC(C)[C@H](NC(=O)[C@@H]1CSC2c3ccccc3C(=O)N21)C(=O)NCc1ccncc1` (some centres not stated) → nt | -3 | 0 | -2 | 2 | -6 | 0.0 | 1
# Shown for `CCC1(c2ccccc2)NC(=O)N(CC(=O)N(C)CC(=O)Nc2ccc(F)c(F)c2F)C1=O` (configuration not stated) → 0.1 | -9 | 2 | nt | 4 | -6 | 0.1 | 17
# Shown for `COc1ccc(C(=O)NCCc2nnc3ccc(SCC(=O)Nc4ccccc4F)nn23)cc1` → nt | -3 | 2 | 1 | 1 | nt | 0.2 | -1

# Remaining list, next part.
SMILES,E-selectin induc,RAD52 anneal inh,ERp5 block,RAD54 inh,ERAP1 HTS inh,esBAF inh,XiGFP reactiv,S100A4 inh HTS
CCCCn1c(N)c(N(CCC(C)C)C(=O)CSc2nncn2-c2ccccc2)c(=O)[nH]c1=O,4.2,-1,5,nt,-2,1,0.3,-11
Cc1cc(NC(=S)N(Cc2ccc(Br)cc2)Cc2ccc(C(=O)O)cc2)ccc1Cl,nt,-21,-1,nt,0,nt,0.0,-2
CCOC(=O)C1CCN(C(=O)Nc2ccc(Cl)cc2Cl)CC1,-0.1,-9,0,7,1,-1,0.0,-5
C[C@@H]1CN([C@H](C)CO)S(=O)(=O)c2ccc(C#Cc3ccccc3)cc2O[C@@H]1CN(C)S(=O)(=O)c1ccccc1F,-0.2,-15,-10,-16,-2,3,-0.9,-19
CCOc1ccc2nc(NCCNC(=O)C(C)(C)C)c(C)cc2c1,3.1,-7,-3,3,-6,3,0.0,1
NS(=O)(=O)c1ccc(NC(=O)c2ccc(S(=O)(=O)N3CCc4ccccc43)cc2)cc1,0.2,-21,5,nt,0,-1,0.2,-9
Cc1noc(C)c1COc1ccccc1C(=O)NCCOc1ccccc1,0.5,0,2,-3,1,12,0.2,-3
O=C(CN1CCOCC1)NCC[C@H]1CC[C@@H](NC(=O)c2ccc3c(c2)OCO3)[C@H](CO)O1,0.3,5,-3,4,-1,3,0.1,48
C=CCNc1ccc2c(c1)OC[C@@H](CC(C)C)NS2(=O)=O,0.0,-5,-2,nt,-4,nt,0.2,-5
COc1ccc(N2C(=O)C3CCCN3C2c2cccc(OC)c2)cc1 (configuration not stated),nt,-6,1,-4,-2,1,12*,2
NS(=O)(=O)c1ccc(CCNCc2cccnc2)cc1,nt,-11,0,-4,0,1,0.1,-1
Cc1cccc(S(=O)Cc2ccc(C(=O)NC3CCN(Cc4ccccc4)CC3)o2)c1 (configuration not stated),nt,6,2,-21,-3,1,0.4,3
CCCNC(=O)N1[C@H](CO)[C@H]2c3ccccc3N(C)C[C@H]21,0.6,-7,-8,-4,2,-5,0.2,3
CNC[C@H]1Oc2ncc(C#Cc3ccccc3F)cc2C(=O)N([C@@H](C)CO)C[C@H]1C,0.2,2,5,3,0,2,0.5,0
O=C(Cc1csc(-c2cccc(Cl)c2)n1)Nc1cccc(S(=O)(=O)NC2=NCCC2)c1,nt,-30,0,8,2,-9,0.0,0
Cc1ccccc1C(=O)NNC(=O)C1CC(=O)N(Cc2ccccc2)C1 (configuration not stated),nt,-1,0,nt,4,nt,-0.1,-3
Cc1cc(=O)[nH]c(SCC(=O)NC2CCCCCCC2)n1,4.3,-3,1,5,1,7,0.2,1
COc1ccc(C2C(C(=O)c3cccs3)=C(O)C(=O)N2Cc2cccnc2)cc1OC (configuration not stated),0.7,0,3,nt,1,nt,0.0,11
CCC(C(=O)NC1C(=O)N2C(C(=O)O)=C(CSc3nnc(C)s3)CSC12)c1ccccc1 (configuration not stated),-0.2,-17,-3,0,4,-4,0.0,5
CCOc1ccc(-c2nnc(SCC(=O)N3CCNC3=O)o2)cc1,0.6,-5,-3,0,0,-42,-0.1,0
COCCCNC(=O)Cn1cc(/C=C(\C#N)C(=O)N2CCN(c3ccccc3)CC2)c2ccccc21,-2.1,-20,0,nt,1,nt,0.0,-3
CC(=O)C[C@H](O)CC(=O)[C@H]1OC(=O)[C@@H](C)C/C=C\Cc2ccccc21,-0.1,-9,-5,-2,nt,-9,0.0,0
O=C(Cc1ccc([N+](=O)[O-])cc1)Nc1ccc(C(=O)N2CCOCC2)cc1,0.4,-5,3,-11,1,nt,0.1,0
C[C@@H]1CN([C@H](C)CO)C(=O)c2cc(NC(=O)Nc3ccc(C(F)(F)F)cc3)ccc2O[C@@H](C)CCCCO[C@@H]1CN(C)S(=O)(=O)c1cn(C)cn1,0.7,nt,nt,-7,nt,4,-0.1,nt
O=C(CN1CCN(c2cccc(C(F)(F)F)c2)CC1)Nc1ccc2c(c1)OCCCO2,0.1,-6,4,-2,0,-5,0.0,0
COc1ccc(NC(=O)N(C)C[C@@H]2OCCCC[C@H](C)Oc3ccc(NC(=O)CCC(F)(F)F)cc3C(=O)N([C@H](C)CO)C[C@H]2C)cc1,0.0,11,-6,-5,0,4,-0.1,-4
COC(=O)c1ccc(C2=NOC(C)(c3nnc(-c4cccc(Cl)c4)o3)C2)cc1 (configuration not stated),-0.2,nt,nt,0,nt,-14,0.1,nt
CC(=O)Nc1ccc(NC(=O)c2csc([C@@H]3C[C@H](O)[C@@H](CO)O3)n2)cc1,0.6,-1,-3,-3,0,3,0.1,-3

# Of the compounds above, these contain an aryl thioether with sulfur outside any ring:
SMILES,E-selectin induc,RAD52 anneal inh,ERp5 block,RAD54 inh,ERAP1 HTS inh,esBAF inh,XiGFP reactiv,S100A4 inh HTS
COc1ccc(C(=O)NCCc2nnc3ccc(SCC(=O)Nc4ccccc4F)nn23)cc1,nt,-3,2,1,1,nt,0.2,-1
CCCCn1c(N)c(N(CCC(C)C)C(=O)CSc2nncn2-c2ccccc2)c(=O)[nH]c1=O,4.2,-1,5,nt,-2,1,0.3,-11
Cc1cc(=O)[nH]c(SCC(=O)NC2CCCCCCC2)n1,4.3,-3,1,5,1,7,0.2,1
CCC(C(=O)NC1C(=O)N2C(C(=O)O)=C(CSc3nnc(C)s3)CSC12)c1ccccc1 (configuration not stated),-0.2,-17,-3,0,4,-4,0.0,5
CCOc1ccc(-c2nnc(SCC(=O)N3CCNC3=O)o2)cc1,0.6,-5,-3,0,0,-42,-0.1,0

# Bioassay records from PubChem.
